# HEK293 viab – GF-AFC viability counterscreen for inhibitors of alpha-synuclein gene (SNCA) expression; HEK-293-SNCA-luc viability, GF-AFC fluorescence, 24 h; Potency, µM (doses to about 57.1 µM), for the others: at the top dose activity change, negative = cytotoxicity, actives largely listed as cytotoxic; actives 0.12% (n = 150,000); AID 1671193, 2021;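 also: potency is read from the fitted curve at half-maximal effect; 0% = DMSO-treated cells and -100% = medium-only wells without cells; nearly all actives have a fitted effect of over 30% in size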
#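 HEK-293-SNCA-luc cells (1500/well) plated 24 h, then exposed 24 h to a dilution series; GF-AFC added 30 min at 37C, fluorescence 405/540 nm; normalised to medium-only and DMSO wells, Hill fit.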
# HEK cytotox – Cytotoxic Profiling in HEK 293 Cell Line of Diverse Libraries Using Quantitative High-Throughput Screening | HEK 293 viability, ATP luminescence (CellTiter-Glo), 48-72 h | Potency, µM (doses to about 115 µM), for inactives: top-dose activity change, negative = cytotoxicity, actives largely listed as inhibitors | actives 6.6% (n = 94,000) | AID 1345083, 2018; also: potency is read from the fitted curve at half-maximal effect; nearly all actives have a fitted effect of over 60% in size
#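 HEK 293 cells seeded at 250 cells/well were exposed to compound for 48 or 72 hr at 37 degree Celsius. Viability taken as ATP content by CellTiter-Glo luminescence.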
# NIH3T3 tox – Cytotoxic Profiling in NIH 3T3 Cell Line of Diverse Libraries Using Quantitative High-Throughput Screening. NIH 3T3 viability, CellTiter-Glo ATP luminescence, 48-72 h. Potency, µM (series often up to 96.7 µM), for the others: top-dose activity change, negative = cytotoxicity, most hits filed as inhibitors. actives 4.3% (n = 94,000); also: potency is read from the fitted curve at half-maximal effect; nearly all actives have a fitted effect of over 55% in size
#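 Viability of NIH 3T3 cells after 48 or 72 hr compound treatment at 37 °C was assessed by CellTiter-Glo, with luminescence imaged following a 10 min room-temperature step.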
# GPT2 inh – Primary qHTS assay for inhibitors of Glutamate pyruvate transaminase 2 (GPT2); Alanine aminotransferase 2 (Homo sapiens), Q8TD30; Recombinant GPT2, coupled pyruvate oxidase/HRP Amplex Red fluorescence; actives 0.25% (n = 100,000); Potency, µM (top dose mostly 57.7 µM), for inactives: at the highest dose activity change, negative = inhibition, actives largely listed as inhibitors; also: potency is read from the fitted curve at half-maximal effect; nearly all actives have a fitted effect of over 60% in size; many of its hits are not listed in these tables
# Target sequence (Q8TD30 whole entry, looked up): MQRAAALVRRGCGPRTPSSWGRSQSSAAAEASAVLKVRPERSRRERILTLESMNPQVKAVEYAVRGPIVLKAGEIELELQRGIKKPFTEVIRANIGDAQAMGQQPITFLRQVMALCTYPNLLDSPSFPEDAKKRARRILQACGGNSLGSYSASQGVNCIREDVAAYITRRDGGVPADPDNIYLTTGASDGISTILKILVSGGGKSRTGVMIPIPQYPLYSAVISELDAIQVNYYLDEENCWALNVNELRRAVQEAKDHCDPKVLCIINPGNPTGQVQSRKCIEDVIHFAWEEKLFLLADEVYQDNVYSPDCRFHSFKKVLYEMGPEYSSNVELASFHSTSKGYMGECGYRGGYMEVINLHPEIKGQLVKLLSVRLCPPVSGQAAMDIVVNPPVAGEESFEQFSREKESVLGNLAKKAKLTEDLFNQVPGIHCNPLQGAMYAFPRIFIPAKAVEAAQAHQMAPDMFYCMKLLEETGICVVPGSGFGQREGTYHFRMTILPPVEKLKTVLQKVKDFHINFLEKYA
#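 Fluorescence read-out: pyruvate from GPT2 turnover coupled to pyruvate oxidase, HRP and Amplex Red (0.2mM ThPP, 0.2U/mL PO and HRP, 50uM Amplex final). Substrates 250uM a-KG, 2mM L-alanine; enzyme 10ng/uL; 30 min RT.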
# IP6K1 inhibitor – Primary qHTS assay for small molecule inhibitors of Inositol hexaphosphate kinase 1 (IP6K1); Inositol hexakisphosphate kinase 1 (Homo sapiens), Q92551; IP6K1 kinase, ADP-Glo luminescence, 2 h; stronger effect = lower value; activity change, % (series mostly up to about 58 µM); actives 0.81% (n = 140,000); AID 1645851, 2021; in the data active = activity change below about -25%
#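 ADP-Glo luminescence measures ADP made by human IP6K1 during a 2 h RT reaction with ATP/IP6 (mix at 1.3 mM/130 uM); top library doses 57.5 and 19.1 uM final.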
# SNCA expr inh – Primary qHTS assay for inhibitors of alpha-synuclein gene (SNCA) expression; HEK-293 SNCA-luciferase knock-in, luminescence, 24 h; actives 0.17% (n = 140,000); Potency, µM (series often up to 57.2 µM), inactives show at the highest dose activity change, negative = inhibition, actives largely listed as inhibitors;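 also: potency is read from the fitted curve at half-maximal effect; plate controls were DMSO cells for no effect and cell-free wells for full effect; nearly all actives have a fitted effect of over 45% in size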
# FLuc inh – Firefly luciferase inhibition profiling of diverse chemical library using quantitative high-throughput screening. Luciferin 4-monooxygenase (Photinus pyralis), P08659. purified P. pyralis luciferase, luminescence, biochemical. Potency, µM (titrated, usually from 115 µM), inactives show top-dose activity change, negative = inhibition, usual class: inhibitors. actives 2.5% (n = 76,000). AID 1347043, 2019; also: potency is read from the fitted curve at half-maximal effect; nearly all actives have a fitted effect of over 65% in size
# Target sequence (P08659 whole entry, looked up): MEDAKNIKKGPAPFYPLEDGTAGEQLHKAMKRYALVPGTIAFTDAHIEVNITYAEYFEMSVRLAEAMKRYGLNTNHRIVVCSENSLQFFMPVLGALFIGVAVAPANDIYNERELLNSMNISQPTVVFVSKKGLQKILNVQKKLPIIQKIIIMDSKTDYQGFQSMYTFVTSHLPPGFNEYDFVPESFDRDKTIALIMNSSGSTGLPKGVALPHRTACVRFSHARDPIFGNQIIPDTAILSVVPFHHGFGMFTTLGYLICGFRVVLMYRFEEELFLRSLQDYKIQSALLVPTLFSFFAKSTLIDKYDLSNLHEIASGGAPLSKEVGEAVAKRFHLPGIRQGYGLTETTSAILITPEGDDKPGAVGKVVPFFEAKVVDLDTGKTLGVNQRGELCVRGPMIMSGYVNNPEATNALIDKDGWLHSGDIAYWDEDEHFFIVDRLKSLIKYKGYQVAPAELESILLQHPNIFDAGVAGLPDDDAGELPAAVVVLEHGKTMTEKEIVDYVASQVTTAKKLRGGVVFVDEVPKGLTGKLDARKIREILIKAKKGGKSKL
#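 Purified P. pyralis luciferase (10nM final) in 50mM Tris acetate pH 7.5, 10mM Mg acetate, 0.01% Tween-20, 0.05% BSA with 10uM D-luciferin and 10uM ATP. Compounds titrated qHTS. Luminescence imaged on CCD.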
# * hit, by the source's call; i = inactive; ? = inconclusive; · = no result given; [ ] = another dose, or the depositor's remark. Unless noted, calls follow the shape of the dose curve; as a rule, active = well fitted curve in the direction sought with a large enough effect; inconclusive = small, poorly fitted or top-dose-only effect, or another doubt; inactive = no such curve, though single readings can be large; an effect the other way counts as inactive or inconclusive. Unless noted, % is scaled to controls: 0 for no effect and ±100 for the full control effect.
SMILES,HEK293 viab,HEK cytotox,NIH3T3 tox,GPT2 inh,IP6K1 inhibitor,SNCA expr inh,FLuc inh
CNC(=O)[C@H]1C[C@]2(CCCCN(CCOC)C2=O)N(C(=O)c2ccno2)[C@H]1c1ccccc1,·,-17%,?,·,-7,·,·
CN1CCCCCCN(C(=O)c2ccccn2)[C@H]2CCC[C@H]2C1=O,-5%,-27%,2%,2%,-12,-18%,5%
Cc1ccc(-c2nn3c(=O)cc(CN4CCN(C(=O)Nc5cccc(C(F)(F)F)c5)CC4)nc3s2)cc1,-8%,·,·,·,19,17%,·
COc1ccc(CCC(=O)NCC2CCCCC(=O)N2)cc1 (centres undefined),11%,i,-4%,-8%,-6,-4%,·
CN(CC1CCOCC1)C(=O)Nc1cccc(Br)c1,11%,-1%,2%,i,14,-9%,-10%
COCCNC(=O)[C@@H](C)C1CCc2c(C)cc(OC)c(C)c2[C@@H]1O (some centres undefined),-3%[87.6 µM],?,i,-1%[88.5 µM],-11,5%[87.6 µM],-6%[172 µM]
CC(C)(CC(=O)OCC(=O)Nc1ccc(F)c(Cl)c1)CC1=NS(=O)(=O)c2ccccc2N1,?,·,·,·,5,?,·
Cc1cc2cccc(-c3nc(C4CCOC4)no3)c2o1 (centres undefined),?,-13%,-27%,5%,8,?,-21%
O=C1NCCCCCN(C(=O)COc2ccccc2)[C@@H]2C[C@@H](C(=O)N3CCc4ccccc4C3)C[C@H]12,-15%,?,-22%,i,2,-8%,-5%
Cn1c(C(=O)N[C@@H]2COCC[C@H]2Oc2ccc(C#N)cc2)cc(=O)n(C)c1=O,-2%,-2%,1%,5%,-14,-3%,0%
Cc1ccc(CCNC(=O)c2noc(-c3ccc(C)cc3)n2)cc1,-2%,-4%,-21%,i,0,4%,-14%
COc1ccccc1CNC(=O)c1cc2sccc2n1Cc1ccc(Cl)cc1,-3%,·,·,·,-1,-20%,·
COc1ccc(CCC(=O)N2CCC3(CC2)CC(OCC2CC2)CCO3)cc1 (centres undefined),1%[12.5 µM],-26%,-27%,-8%,4,-29%,-7%
CN1C[C@@H](NC(=O)c2ccc(-c3ccccc3)cc2)C[C@H]1c1nc(-c2ccncc2)no1,-15%[87.6 µM],?,?,2%[88.5 µM],-13,-19%[87.6 µM],-4%[172 µM]
CCN1CCSc2ccc(C(=O)NCc3ccccc3Br)cc21,-2%,·,·,·,12,?,·
Cc1cccc(-n2ncc3c(Nc4c(C)cc(C)cc4C)ncnc32)c1,-19%,·,·,·,16,38%[activator],·
O=C(Nc1c(C(=O)N2CCN(c3ccccc3)CC2)oc2ccccc12)c1ccco1,3%,·,·,·,-16,-19%,·
CCOC(=O)c1sc2ncn(CC(=O)Nc3ccc(C)cc3C)c(=O)c2c1C,5%,·,·,·,12,-1%,·
Cc1ccccc1NC(=O)CCC(=O)N1CC(C)Sc2ccccc21 (centres undefined),9%,·,·,·,25,-11%,·
COc1ccccc1-c1ccc(C(=O)N2CCCC[C@H](N(C)C)C2)cc1,?,?,?,i[11.5 µM],-31*,-8%,-8%
O=C(Nc1ccc([C@H]2OCC(=O)N(Cc3cccnc3)[C@@H]2CO)cc1)c1cc(F)cc(F)c1,17%,?,?,i,3,16%,-21%
COc1ccc(CCNC(=O)c2cnc3sc(N4CCCCCC4)nn3c2=O)cc1,-3%,·,·,·,-4,4%,·
COc1ccc(CC(=O)NCc2ccc3c(c2)CCN3C(=O)c2ccc(Cl)cc2)cc1,4%,·,·,·,-12,-3%,·
COc1ccc(OC)c(C(=O)CN2C(=O)N(c3cc(C)cc(C)c3)S(=O)(=O)c3ccccc32)c1,-1%,·,·,·,-2,-5%,·
COCCCNC(=O)C1CCN(c2nc3ccc(C)cc3[nH]2)CC1,-6%,·,·,·,6,87%[activator],·

# Reprinted from the part before: 3 compounds, then new ones.
SMILES,HEK293 viab,HEK cytotox,NIH3T3 tox,GPT2 inh,IP6K1 inhibitor,SNCA expr inh,FLuc inh
COc1ccc(CC(=O)NCc2ccc3c(c2)CCN3C(=O)c2ccc(Cl)cc2)cc1,4%,·,·,·,-12,-3%,·
COc1ccc(OC)c(C(=O)CN2C(=O)N(c3cc(C)cc(C)c3)S(=O)(=O)c3ccccc32)c1,-1%,·,·,·,-2,-5%,·
COCCCNC(=O)C1CCN(c2nc3ccc(C)cc3[nH]2)CC1,-6%,·,·,·,6,87%[activator],·
O=C(COc1ccccc1)NC1CCN(c2cc(-c3ccccc3)[nH]n2)CC1,11%,?,?,0%,12,5%,-1%
O=C(c1ccco1)N1CCN(Cc2ccc3c(c2)CCO3)CC(O)C1 (centres undefined),5%,4%,2%,4%,3,9%,7%
O=C(c1ccccc1Cl)N1CCN(C(=O)c2nc3cccnc3n(C3CC3)c2=O)CC1,-5%,-6%,-6%,-4%,14,24%,·
CCOc1ccccc1CN1CCCCCNC(=O)CC1c1ccccc1 (centres undefined),-13%,?,?,i,3,2%,-8%
COc1ccc(-c2cn3cc(C(=O)N4CCN(C)CC4)nc3s2)cc1,6%,?,-20%,i,-4,153%[activator],·
NC(=O)[C@@H](Cc1ccccc1)NC(=O)C1=C[C@@H](NC(=O)c2cccnc2)[C@@H](O)[C@H](O)C1,-1%[87.6 µM],3%[172 µM],-3%[174 µM],i,16,-1%[87.6 µM],0%[172 µM]
O=C(Cn1ncc2c3ccccc3n(Cc3ccc(F)cc3)c2c1=O)NC1CCCCCC1,1%,·,·,·,16,-18%,·
CCn1cnnc1CC1CCCN(C(=O)CCc2ccccc2)C1 (centres undefined),7%,-15%,-11%,-7%,15,8%,-5%
COCCN1C(=O)[C@@H]2C[C@@H](CN2C(=O)CC(C)(C)C)Oc2ccccc21,-5%[87.6 µM],5%[172 µM],3%[138 µM],-22%[88.5 µM],11,20%[87.6 µM],-4%[172 µM]
CCOc1ccc(-c2nonc2NC(=O)COc2ccccc2)cc1,-2%,·,·,·,2,5%,·
CCC(=O)N1c2ccc(S(=O)(=O)CCC(=O)Nc3ccc(Br)c(C)c3)cc2CC1C (centres undefined),-9%,·,·,·,-17,-21%,·
Cc1ccc(-c2ccccc2CN2CCN(C(=O)C3CC3)CC2)cc1Cl,3%[12.5 µM],?,?,-16%,8,-11%,·
Cc1nnc(-c2cc(-c3ccc([S+](C)(=O)[O-])cc3)ccn2)n1Cc1cccnc1,10%[87.6 µM],?,?,5%[88.5 µM],9,-5%[87.6 µM],1%[172 µM]
Cc1cccc2c1-c1sc(C(=O)N3CCN(c4ccccc4)CC3)cc1CO2,5%,·,·,·,-13,?,·
O=C(NCCCN1CCCC1=O)c1csc(N2CCN(c3ccccc3F)CC2)n1,-4%,?,-22%,i,-5,-22%,7%
COCCOCC(=O)N1CCC2(CC1)C(OC)CN2c1cccc(F)c1 (centres undefined),-3%,?,i,-9%,-3,-4%,-8%
O=C(Nc1ccc(-c2nc3cc(Cl)ccc3o2)cc1)c1cc(Br)ccc1Cl,6%,·,·,·,1,121%[activator],·
CCn1ncc(N2CCCC(CC(=O)Nc3ccc(C)cc3C)C2)cc1=O (centres undefined),1%,-4%,-12%,-2%,18,8%,-2%
CN(C)c1nc2c(c(=O)[nH]1)CCN(Cc1ccc(F)cc1Cl)CC2,6%,-8%,-9%,2%,0,5%,-8%
CCOC(=O)CCN(c1ccccc1)S(=O)(=O)c1cc(-c2cc(C)no2)ccc1C,-1%,·,·,·,26,1%,·
COc1cc(OC)cc(C(=O)Nc2ccc(-c3nnc4n3CCCC4)cc2)c1,6%,5%,-1%,0%,37,-6%,4%
CCS(=O)(=O)N(C1CC1)C1CCOC2(CCN(C(=O)c3ccccc3OC)CC2)C1 (centres undefined),8%,1%,-11%,i,12,6%,-1%
CN(Cc1ccccc1)C(=O)C(=O)Nc1ccc2nc3n(c(=O)c2c1)CCCCC3,-18%,·,·,·,13,6%,·
CN(C)c1nc(-c2ccccc2)nc2c1CCN(C(=O)C1CC1)C2,5%,2%,5%,5%,-6,12%,-5%
Cc1nc2cc(-c3ccccc3)nn2c(C)c1CCC(=O)NCCc1ccccc1,-8%,·,·,·,-9,-30%,·

# Of the compounds above, 4 have bromine.
SMILES,HEK293 viab,HEK cytotox,NIH3T3 tox,GPT2 inh,IP6K1 inhibitor,SNCA expr inh,FLuc inh
CN(CC1CCOCC1)C(=O)Nc1cccc(Br)c1,11%,-1%,2%,i,14,-9%,-10%
CCN1CCSc2ccc(C(=O)NCc3ccccc3Br)cc21,-2%,·,·,·,12,?,·
CCC(=O)N1c2ccc(S(=O)(=O)CCC(=O)Nc3ccc(Br)c(C)c3)cc2CC1C (centres undefined),-9%,·,·,·,-17,-21%,·
O=C(Nc1ccc(-c2nc3cc(Cl)ccc3o2)cc1)c1cc(Br)ccc1Cl,6%,·,·,·,1,121%[activator],·

# More records:
SMILES,HEK293 viab,HEK cytotox,NIH3T3 tox,GPT2 inh,IP6K1 inhibitor,SNCA expr inh,FLuc inh
COc1ccccc1Cc1nc2ccccc2nc1SCC(=O)N(C)c1ccc(F)cc1,-6%,·,·,·,-21,-7%,·
COc1ccc(NC(=O)CSC2=Nc3ccccc3C3=NC(Cc4ccccc4)C(=O)N23)cc1Cl (centres undefined),?,·,·,·,-7,-31%,·
CC(=O)N(C1CC1)C1CCOC2(CCN(C(=O)Cc3c(C)noc3C)CC2)C1 (centres undefined),-1%,-3%,-27%,i,1,-9%,-1%
CCc1nn2c(=O)cc(COC(=O)c3ccc(NC(=O)c4cccs4)cc3)nc2s1,6%,·,·,·,-3,-10%,·
O=C(NCc1cccnc1)C1CCN(C2CCN(Cc3ccc4c(c3)CCO4)CC2)CC1,7%,-26%,-6%,i,36,-11%,-4%
COc1ccc(NC(=O)c2ccc3c(c2)N(C)C2CCCCCN2C3=O)cc1F (centres undefined),15%[12.5 µM],?,?,i,-14,80%[activator],?
O=C1N(Cc2ccccc2)CCOC12CCN([S+](=O)([O-])c1ccccc1)CC2,-5%[87.6 µM],?,?,1%[88.5 µM],9,-11%[87.6 µM],-16%[172 µM]
O=C(NC1CCCN(c2cc(N3CCCC3)ncn2)C1)c1ccccn1 (centres undefined),-15%,-27%,-23%,4%,10,18%,-9%

# Compound activity deposited in PubChem BioAssay by National Center for Advancing Translational Sciences (NCATS).
